Source: PubChem
DENV2 CPE rescue: inhibitors of DENV2 cytopathic effect, primary screen, cell-based, plate reader, single concentration; 1.7% of 350,000 active; CPE inhibition, % at 9.99 µM; AID 651640, 2012; DENV2-infected cells, cytopathic effect rescue; in the data active = CPE inhibition above about 20%, passing the limit was not always enough; inconclusive = no clear call, values can overlap the other calls; tested in BHK-21 cells;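 also: 0% = median of neutral control wells and 100% = median of positive control wells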
ERp5 inh: inhibitors of ERp5-driven insulin aggregation, primary screen, biochemical, turbidity, absorbance 650 nm, single point; Protein disulfide-isomerase A6 (Homo sapiens), Q15084; 90 min; inhibition, % at 9.99 µM; 0.05% of 350,000 active;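 active = mean replicate inhibition above about 25%, with every replicate also reaching it, limit read from the data, passing the limit was not always enough; inconclusive = only one of those two criteria met; inactive = neither criterion met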
PglD DTNB: C. jejuni PglD acetyltransferase inhibitors, primary screen, biochemical, DTNB colorimetric, single point; purified PglD enzyme, DTNB colorimetric CoA detection; inhibition, % at 12.5 µM; 0.098% of 360,000 active; in the data active = inhibition above about 16%, passing the limit was not always enough; inconclusive = no clear call, values can overlap the other calls; also: strong numbers were not always called active
SIRT5 inh: SIRT5 desuccinylase inhibitors, primary screen, biochemical, fluorescence imaging, single point, set 5. inhibition, % at 15 µM. 1.1% of 330,000 active. Purified SirT5, succinyl-peptide AMC, trypsin-coupled fluorescence; in the data active = inhibition above about 15%; inconclusive = no clear call, values can overlap the other calls
Target sequence (Q9NXA8 whole entry, looked up): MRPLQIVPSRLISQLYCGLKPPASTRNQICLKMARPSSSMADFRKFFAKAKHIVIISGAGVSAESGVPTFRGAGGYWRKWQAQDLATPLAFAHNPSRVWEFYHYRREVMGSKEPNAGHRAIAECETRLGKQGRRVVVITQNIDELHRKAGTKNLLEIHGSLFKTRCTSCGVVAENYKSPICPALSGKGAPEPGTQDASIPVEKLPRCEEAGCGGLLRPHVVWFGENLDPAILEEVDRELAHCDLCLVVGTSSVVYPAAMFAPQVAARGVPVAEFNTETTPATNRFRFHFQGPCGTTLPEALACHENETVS
S100A4 inh HTS: inhibitors of S100A4-myosin IIA peptide binding, primary screen, biochemical, fluorescence polarization, TAMRA-MyoIIA peptide; inhibition, % at 10.7 µM; 0.14% of 360,000 active;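 active = mean inhibition of at least 70% across replicates, with every replicate also reaching that level; inconclusive = mean inhibition reaches 70% but some replicates fall short; inactive = mean inhibition below 70%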
Target sequence (P26447 whole entry, looked up): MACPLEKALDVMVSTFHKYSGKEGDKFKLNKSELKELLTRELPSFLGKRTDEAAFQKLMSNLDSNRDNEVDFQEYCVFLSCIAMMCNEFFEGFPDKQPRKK
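incubation = readout 5 min after mixing, signal stable up to 60 min | system = S100A4 monomer protein | buffer or medium = HEPES pH 7.2 with CaCl2, KCl, NaCl, DTT, Triton | benchmarks = neutral control DMSO, positive control TFP | also added = fluorescent myosin IIA peptide, 5 nM | compound dosing = one concentration per compound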
C2C12 statin: suppressors of statin myotoxicity in C2C12 myotubes, primary screen, cell-based, single point, plate reader; C2C12 myotubes + simvastatin, ATP luminescence, 48 h; scaled: DMSO 0, geranylgeraniol control 100; rescue of ATP level, % at 7.49 µM; 0.78% of 330,000 active;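 active = mean ATP rescue above about 67%, or every replicate alone reaching that limit, limit read from the data, passing the limit was not always enough; inconclusive = no clear call, values can overlap the other calls; inactive = mean under the limit and some replicate under it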;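 also: myotubes were challenged with 10 µM simvastatin during compound exposure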
E-selectin induc: E-selectin induction in HUVECs, primary screen, imaging, HUVEC, immunofluorescence imaging, single point. P16581. 0.37% of 260,000 active. AID 686992, 2013. activation, % at 7.58 µM. normalized: neutral wells 0, TNF-alpha wells 100;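 active = mean E-selectin-positive cell signal at least 10% of the positive control, reached in at least 60% of replicates, without over 20% cell loss; inconclusive = no rule given, readout overlaps actives, possibly toxicity-flagged; inactive = the rest, including those meeting only one limit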;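 also: in these data hits start at about 27%; measured in HUVEC primary endothelial cells; signal is the percent of cells scored E-selectin positive by PE staining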
Target sequence (P16581 whole entry, looked up): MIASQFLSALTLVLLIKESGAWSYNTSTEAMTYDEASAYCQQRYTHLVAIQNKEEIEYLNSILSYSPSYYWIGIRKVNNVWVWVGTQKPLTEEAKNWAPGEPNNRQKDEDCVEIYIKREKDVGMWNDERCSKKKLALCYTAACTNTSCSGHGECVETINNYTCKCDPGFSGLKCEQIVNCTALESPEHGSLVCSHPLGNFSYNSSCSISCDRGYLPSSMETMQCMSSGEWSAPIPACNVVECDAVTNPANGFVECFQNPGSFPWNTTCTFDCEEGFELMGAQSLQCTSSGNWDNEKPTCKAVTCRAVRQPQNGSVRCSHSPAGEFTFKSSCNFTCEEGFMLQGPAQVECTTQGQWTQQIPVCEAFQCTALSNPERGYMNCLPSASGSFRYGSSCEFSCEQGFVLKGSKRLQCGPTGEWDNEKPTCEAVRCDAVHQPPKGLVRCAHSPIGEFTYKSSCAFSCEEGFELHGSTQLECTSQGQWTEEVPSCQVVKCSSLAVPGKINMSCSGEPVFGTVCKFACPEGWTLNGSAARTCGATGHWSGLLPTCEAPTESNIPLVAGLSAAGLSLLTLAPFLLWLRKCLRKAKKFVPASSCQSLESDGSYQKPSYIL
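material = human umbilical vein endothelial cells (HUVEC), E-selectin induction | quantity = 3,000 cells/well | medium = EGM-2 growth medium on 0.1% gelatin-coated wells | technique = immunofluorescence imaging | read-out basis = % PE-positive cells | control set = TNF-alpha positive control, DMSO neutral control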
Active calls of the source: *. This is a subset (hit frequency here may not be typical).

How did O=CNCc1nc2ccccc2n1CCc1ccccc1 do in these assays?
DENV2 CPE rescue: 19; ERp5 inh: -2; PglD DTNB: 2; SIRT5 inh: -1; S100A4 inh HTS: -10; C2C12 statin: 10; E-selectin induc: -0.1

Results for COCCNC(=O)C[C@H]1CC[C@H]2[C@@H](COc3ccc(NC(=O)C4CCOCC4)cc3C(=O)N2C)O1 ?
DENV2 CPE rescue: -6; ERp5 inh: 0; PglD DTNB: 1; SIRT5 inh: 0; S100A4 inh HTS: 5; C2C12 statin: -4; E-selectin induc: 0.1

How did COCCn1c(-c2ccc(-c3ccc([N+](=O)[O-])cc3Br)o2)nc2c1c(=O)[nH]c(=O)n2CC(C)C do in these assays?
DENV2 CPE rescue: 1; ERp5 inh: 1; PglD DTNB: -5; SIRT5 inh: 15*; S100A4 inh HTS: -1; C2C12 statin: 4

Results for O=C(OCC(=O)N1CCCC1=O)C1CCN(S(=O)(=O)c2ccc(Cl)c(C(F)(F)F)c2)CC1 ?
DENV2 CPE rescue: -1; ERp5 inh: 1; SIRT5 inh: -3; S100A4 inh HTS: -8; C2C12 statin: 2

How did COc1cccc(NC(=O)COc2c(F)c(F)c(C(F)(F)F)c(F)c2F)c1 do in these assays?
DENV2 CPE rescue: -4; ERp5 inh: -2; PglD DTNB: -2; SIRT5 inh: -1; S100A4 inh HTS: -2; E-selectin induc: -0.4

What do the screens show for `Cc1onc(-c2ccccc2Cl)c1C(=O)N1CCCC1`?
DENV2 CPE rescue: -3; ERp5 inh: 7; PglD DTNB: 4; SIRT5 inh: 0; S100A4 inh HTS: 2; C2C12 statin: 4

Results for OC(COc1ccc(Cl)cc1)CN1CCN(c2cccc(Cl)c2)CC1 (stereo not drawn) ?
DENV2 CPE rescue: 10; ERp5 inh: 0; PglD DTNB: 8; SIRT5 inh: -4; S100A4 inh HTS: -9; C2C12 statin: 3; E-selectin induc: 0.2

How did Cc1cc(C(=O)Nc2ccccc2C)c2ccccc2n1 do in these assays?
DENV2 CPE rescue: -5; ERp5 inh: 3; PglD DTNB: -4; SIRT5 inh: 10; S100A4 inh HTS: -5; C2C12 statin: 9; E-selectin induc: -0.2

What do the screens show for `COc1ccc(C(=O)COC(=O)CCN2C(=O)C3C4CCC(C4)C3C2=O)cc1` (stereo not drawn)?
DENV2 CPE rescue: 1; ERp5 inh: 5; SIRT5 inh: 0; S100A4 inh HTS: -5

What do the screens show for `CN1CCN(C(=O)C[C@H]2C[C@@H]3c4cc(NC(=O)Nc5ccccc5F)ccc4O[C@@H]3[C@H](CO)O2)CC1`?
DENV2 CPE rescue: 1; PglD DTNB: 5; C2C12 statin: -2; E-selectin induc: -0.1

How did C[C@@H]1CN([C@H](C)CO)C(=O)c2cccc(NC(=O)Nc3ccc(C(F)(F)F)cc3)c2O[C@H]1CN(C)Cc1ccc(-c2ccccc2)cc1 do in these assays?
DENV2 CPE rescue: 4; ERp5 inh: 1; PglD DTNB: 0; SIRT5 inh: 1; S100A4 inh HTS: 7; C2C12 statin: 18; E-selectin induc: 5.4

How did Cc1ccccc1S(=O)(=O)Cc1ccc(C(=O)NCc2ccccc2)o1 do in these assays?
DENV2 CPE rescue: 1; ERp5 inh: -4; SIRT5 inh: -5; S100A4 inh HTS: 11; E-selectin induc: 5.7

What do the screens show for `CCC(=O)Nc1ccc2c(c1)ncn2-c1ccccc1C`?
DENV2 CPE rescue: -4; ERp5 inh: 1; PglD DTNB: -6; SIRT5 inh: -1; S100A4 inh HTS: 3; C2C12 statin: -5; E-selectin induc: -0.5

What do the screens show for `Nc1ncnc(Nc2cccc(F)c2)n1`?
DENV2 CPE rescue: inconclusive; ERp5 inh: 2; SIRT5 inh: -4; S100A4 inh HTS: -1

What do the screens show for `COc1ccc(CNC2CCSc3ccccc32)cc1OC` (stereo not drawn)?
DENV2 CPE rescue: 7; ERp5 inh: 10; PglD DTNB: -4; SIRT5 inh: 0; S100A4 inh HTS: 1; C2C12 statin: inconclusive; E-selectin induc: 0.1

Fetched one by one from above (3):
What do the screens show for `CCC(=O)Nc1ccc2c(c1)ncn2-c1ccccc1C`?
DENV2 CPE rescue: -4; ERp5 inh: 1; PglD DTNB: -6; SIRT5 inh: -1; S100A4 inh HTS: 3; C2C12 statin: -5; E-selectin induc: -0.5

How did C[C@@H]1CN([C@H](C)CO)C(=O)c2cccc(NC(=O)Nc3ccc(C(F)(F)F)cc3)c2O[C@H]1CN(C)Cc1ccc(-c2ccccc2)cc1 do in these assays?
DENV2 CPE rescue: 4; ERp5 inh: 1; PglD DTNB: 0; SIRT5 inh: 1; S100A4 inh HTS: 7; C2C12 statin: 18; E-selectin induc: 5.4

Results for OC(COc1ccc(Cl)cc1)CN1CCN(c2cccc(Cl)c2)CC1 (stereo not drawn) ?
DENV2 CPE rescue: 10; ERp5 inh: 0; PglD DTNB: 8; SIRT5 inh: -4; S100A4 inh HTS: -9; C2C12 statin: 3; E-selectin induc: 0.2

Remaining list, next part:
How did CN1C(=O)C(C)(C)N(C(=O)c2cccc([N+](=O)[O-])c2)c2ccccc21 do in these assays?
DENV2 CPE rescue: 2; ERp5 inh: -5; PglD DTNB: -4; SIRT5 inh: -1; S100A4 inh HTS: 0; C2C12 statin: 5

How did COc1ccc(-c2c(C(=O)c3ccc(Br)cc3)[nH]c(N)c2C(=O)NCCc2c[nH]c3ccccc23)cc1OC do in these assays?
DENV2 CPE rescue: 10; ERp5 inh: 0; SIRT5 inh: 9; S100A4 inh HTS: -1; E-selectin induc: -0.2

How did Cc1c(NC(=O)COC(=O)c2ccc(F)c(S(=O)(=O)N3CCOCC3)c2)c(=O)n(-c2ccccc2)n1C do in these assays?
DENV2 CPE rescue: -3; ERp5 inh: 1; S100A4 inh HTS: -6

How did Cc1cc(C)c(S(=O)(=O)N2CCN(C(=O)c3ccccc3OCc3c(C)noc3C)CC2)c(C)c1 do in these assays?
DENV2 CPE rescue: -4; ERp5 inh: 5; PglD DTNB: -1; SIRT5 inh: 0; S100A4 inh HTS: -5; C2C12 statin: -2

Results for COc1ccccc1S(=O)(=O)N[C@@H]1CC[C@H](CC(=O)N2CCN(C)CC2)O[C@H]1CO ?
DENV2 CPE rescue: -11; ERp5 inh: -2; PglD DTNB: 2; SIRT5 inh: 1; S100A4 inh HTS: 4; C2C12 statin: 4; E-selectin induc: 0.1

What do the screens show for `O=C(Nc1nc(-c2cccc([N+](=O)[O-])c2)cs1)c1cccc([N+](=O)[O-])c1C(=O)O`?
ERp5 inh: 1; PglD DTNB: 10; SIRT5 inh: -4; S100A4 inh HTS: -2; C2C12 statin: 65

What do the screens show for `CC1(C(=O)NS(=O)(=O)c2cccc(C#N)c2)CCN1C(=O)C/C=C/c1ccccc1` (stereo not drawn)?
DENV2 CPE rescue: -2; ERp5 inh: -5; PglD DTNB: -1; SIRT5 inh: -24; S100A4 inh HTS: -1; C2C12 statin: -5; E-selectin induc: -0.7

Results for C[C@@H](O)C#Cc1ccc([C@H]2[C@@H](CO)N3CCCCN(C(=O)c4ccncc4)C[C@@H]23)cc1 ?
DENV2 CPE rescue: -6; ERp5 inh: -2; PglD DTNB: 2; SIRT5 inh: 1; S100A4 inh HTS: 18; C2C12 statin: 19; E-selectin induc: -0.3

How did C[C@@H]1CN([C@H](C)CO)C(=O)c2cc(NC(=O)Nc3ccccc3)ccc2O[C@H]1CN(C)S(=O)(=O)c1ccc(F)cc1 do in these assays?
DENV2 CPE rescue: 10; ERp5 inh: -4; PglD DTNB: 10; SIRT5 inh: 7; S100A4 inh HTS: -1; C2C12 statin: 5; E-selectin induc: 0.2

What do the screens show for `O=C(N/N=C/c1ccco1)c1cc(-c2cccs2)[nH]n1`?
DENV2 CPE rescue: 4; ERp5 inh: -1; PglD DTNB: -1; SIRT5 inh: -1; S100A4 inh HTS: -1

Results for CC[C@@]1(C(=O)OC)N[C@H](CN(C)S(=O)(=O)c2ccc(-c3ccccc3)cc2)[C@@H]2C(=O)N(Cc3ccccc3)C(=O)[C@@H]21 ?
DENV2 CPE rescue: -4; ERp5 inh: -10; PglD DTNB: 5; SIRT5 inh: -4; S100A4 inh HTS: -22; C2C12 statin: -20

Results for Cc1cc(NC(=O)CSc2nnc(C3COc4ccccc4O3)n2C)no1 (stereo not drawn) ?
DENV2 CPE rescue: 4; ERp5 inh: -6; PglD DTNB: 1; SIRT5 inh: -4; S100A4 inh HTS: 0; C2C12 statin: 2

Results for CCN(CC(=O)NCc1ccc(Cl)cc1)C(=O)COc1ccc(C)cc1C ?
DENV2 CPE rescue: 2; ERp5 inh: 1; PglD DTNB: -2; SIRT5 inh: 0; S100A4 inh HTS: -2; E-selectin induc: -0.1

How did CS(=O)(=O)N(CC(=O)N1CCCC1)c1cccc(C(F)(F)F)c1 do in these assays?
DENV2 CPE rescue: -3; ERp5 inh: -2; PglD DTNB: 3; S100A4 inh HTS: -1; C2C12 statin: 1; E-selectin induc: 2.1

Results for CN1CCN(C(=O)C[C@@H]2CC[C@@H]3[C@@H](COc4ccc(NC(=O)C5CCCC5)cc4C(=O)N3C)O2)CC1 ?
DENV2 CPE rescue: inconclusive; ERp5 inh: -3; SIRT5 inh: -2; S100A4 inh HTS: -1; E-selectin induc: -0.1

What do the screens show for `CN1c2ccc(Br)cc2[C@@H]2[C@@H](CCN2C(=O)Nc2ccccc2F)[C@@H]1CO`?
DENV2 CPE rescue: -10; ERp5 inh: 0; PglD DTNB: -7; SIRT5 inh: -4; S100A4 inh HTS: 3; C2C12 statin: 16; E-selectin induc: 0.5

What do the screens show for `CN(CC(=O)O)S(=O)(=O)c1ccc2c(c1)NC(=O)CC(=O)N2`?
DENV2 CPE rescue: 1; ERp5 inh: -5; SIRT5 inh: -3; S100A4 inh HTS: 0; E-selectin induc: -0.4

What do the screens show for `CCc1ccc(S(=O)(=O)NCc2ccc(C(=O)NCCN(Cc3ccccc3)C(C)C)cc2)cc1`?
DENV2 CPE rescue: -1; ERp5 inh: -1; PglD DTNB: 3; SIRT5 inh: 0; S100A4 inh HTS: -4; C2C12 statin: -15; E-selectin induc: -0.2

Results for Oc1ccc(Cl)cc1CNCc1ccc(F)c(F)c1 ?
DENV2 CPE rescue: 1; ERp5 inh: 4; PglD DTNB: -1; S100A4 inh HTS: -1; C2C12 statin: -12; E-selectin induc: 0.0

How did CC(C)Cn1c(N)c(C(=O)COC(=O)c2cc(S(=O)(=O)N3CCOCC3)ccc2Br)c(=O)n(C)c1=O do in these assays?
DENV2 CPE rescue: 1; ERp5 inh: 4; PglD DTNB: -3; SIRT5 inh: 1; S100A4 inh HTS: -29; C2C12 statin: -21; E-selectin induc: -0.8

Results for CCCCNC(=O)C1(C)CCN1C(=O)c1ccccc1Br (stereo not drawn) ?
DENV2 CPE rescue: inconclusive; ERp5 inh: -3; PglD DTNB: -6; SIRT5 inh: -22; S100A4 inh HTS: inconclusive; C2C12 statin: 6; E-selectin induc: 0.1

What do the screens show for `C=CCSc1nc(N)cc(=O)[nH]1`?
DENV2 CPE rescue: 2; ERp5 inh: 0; SIRT5 inh: -2; S100A4 inh HTS: -13; E-selectin induc: 7.3

How did C[C@@H]1CN([C@H](C)CO)S(=O)(=O)c2ccc(C#CC3(O)CCCC3)cc2O[C@H]1CN(C)C(=O)Nc1ccc(F)cc1 do in these assays?
DENV2 CPE rescue: 2; ERp5 inh: -3; PglD DTNB: 1; SIRT5 inh: 4; S100A4 inh HTS: 5; E-selectin induc: -0.1

How did COc1ccc(Cc2nc(-c3ccc(Cl)cc3)no2)cc1 do in these assays?
PglD DTNB: 4; C2C12 statin: 1; E-selectin induc: -0.8
